Screens from PubChem BioAssay.
MOR-DOR inv ag: inverse agonists of MOR-DOR heterodimerization, primary screen, cell-based, luminescence | hit rate 0.21% among 340,000 | cell-based MOR-DOR heterodimer luminescence, inverse agonism | inhibition, % at 9.3 µM | Mu-type opioid receptor (Homo sapiens) + Delta-type opioid receptor (Homo sapiens), …; in the data active = inhibition above about 22%, passing the limit was not always enough;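 note: 0% = cells with DMSO and 100% = wells without cells with DMSO; values of inactives mirror those of a sister screen read the other way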
MOR-DOR ag: agonists of OPRM1-OPRD1 heterodimerization, primary screen, cell-based, luminescence; Mu-type opioid receptor (Homo sapiens) + Delta-type opioid receptor (Homo sapiens), …; cells; activation, % at 9.3 µM; hit rate 0.3% among 340,000; AID 504326, 2011; in the data active = activation above about 18%;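 note: 0% = vehicle-treated cells and 100% = reference agonist; values of inactives mirror those of a sister screen read the other way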
HTR5A inv ag: HTR5A inverse agonists in luminescence cell assay, primary screen, counter-screen for OPRM1-OPRD1 heterodimer inverse agonist project, full-deck HTS. 5-hydroxytryptamine receptor 5A (Homo sapiens), P47898. HTR5A cell line, inverse agonism. inhibition, % at 9.3 µM. hit rate 0.083% among 340,000; in the data active = inhibition mostly above about 23%, no sharp cut-off; inactive = mostly below about 18%;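 note: 0% = cells with DMSO and 100% = no-cell wells with DMSO; some compounds called inactive have numbers as strong as hits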
Target sequence (P47898 whole entry, looked up): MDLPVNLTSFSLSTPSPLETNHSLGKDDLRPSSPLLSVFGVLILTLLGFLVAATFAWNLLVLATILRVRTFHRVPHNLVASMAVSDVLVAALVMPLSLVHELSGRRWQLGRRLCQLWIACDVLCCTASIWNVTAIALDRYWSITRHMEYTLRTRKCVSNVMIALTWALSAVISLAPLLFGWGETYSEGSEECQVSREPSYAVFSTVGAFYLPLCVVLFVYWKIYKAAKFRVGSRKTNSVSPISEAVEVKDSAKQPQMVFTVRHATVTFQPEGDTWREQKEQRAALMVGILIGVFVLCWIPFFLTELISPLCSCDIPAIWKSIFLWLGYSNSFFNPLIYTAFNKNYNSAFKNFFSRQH
PfHsp90 yeast 2: growth inhibition of PfHsp90-expressing yeast, primary screen, antimalarial PfHsp90 inhibitor project, S. cerevisiae, BacTiter-Glo luminescence, single point, set 2 | BacTiter-Glo ATP, 48 h; yeast lacking PDR1 and PDR3 efflux regulators | AID 504621, 2011 | inhibition, % at 9.4 µM | hit rate 0.32% among 310,000;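 active = every replicate shows inhibition above about 80%, whatever the replicate mean, limit read from the data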;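 note: 0% = DMSO neutral controls and 100% = 20 µM radicicol positive controls; yeast relying on Plasmodium falciparum Hsp90 in place of its own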
PKA-R1A activ: activators of PKA-R1A holoenzyme, primary screen, biochemical, fluorescence polarization, Cy5-IP20, bovine R1A, mouse PKAc; PKA-R1A dissociation; scaled: DMSO 0%, 113 µM cGMP 100%; activation, % at 11.4 µM; hit rate 0.083% among 340,000;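 active = percent activation above the mean of all tested compounds plus 3 SD, cut at about 19% in these data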;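 note: higher means more PKAc released from R1A so a rise in polarization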
Mot1-301 SUMO: yeast Mot1-301 growth rescue at high temperature, primary screen, SUMOylation pathway inhibitor project, S. cerevisiae, ATP luminescence, 38.5C | S. cerevisiae Mot1-301 growth rescue; percent above DMSO median, 100 means doubled | hit rate 1% among 320,000 | growth rescue, % at 18.8 µM;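 active = every valid replicate shows activation above 250% relative to neutral control wells; inactive = the rest, any valid replicate at or below 250%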;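 note: OY570 slx delta 5 strain wells were the positive control but not used for scaling; some compounds called inactive have numbers as strong as hits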
E coli growth: E. coli V3065 growth inhibition, primary screen, counter-screen for AddAB inhibitor project, absorbance, OD600 | AID 449728, 2010 | hit rate 0.27% among 330,000 | 18 h | inhibition, % at 11.9 µM;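 active = inhibition above the campaign's mean inhibition across all tested compounds plus 3 SD, cut at about 9.9% in these data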;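 note: uninfected addAB+ strain grown without phage in ampicillin broth; 0% = DMSO wells and 100% = ciprofloxacin 0.95 µg/ml wells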
PKA-R2B act: activators of PKA-R2B holoenzyme, primary screen, biochemical, fluorescence polarization, Cy5-IP20, human; cAMP-dependent protein kinase catalytic subunit beta (Homo sapiens) + cAMP-dependent …; PKA-R2B holoenzyme dissociation; R2B truncated from residue 108, S112A mutant; 0% DMSO only, 100% 113 µM cGMP; activation, % at 11.4 µM; hit rate 0.079% among 340,000; AID 504700, 2011;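 active = activation above a cutoff set at the mean over all compounds plus 3 SD, cut at about 18% in these data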;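 note: higher means more holoenzyme dissociation and a rise in polarization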
Target sequence (P31323 whole entry, looked up, other chains not shown, the tested form may be a part): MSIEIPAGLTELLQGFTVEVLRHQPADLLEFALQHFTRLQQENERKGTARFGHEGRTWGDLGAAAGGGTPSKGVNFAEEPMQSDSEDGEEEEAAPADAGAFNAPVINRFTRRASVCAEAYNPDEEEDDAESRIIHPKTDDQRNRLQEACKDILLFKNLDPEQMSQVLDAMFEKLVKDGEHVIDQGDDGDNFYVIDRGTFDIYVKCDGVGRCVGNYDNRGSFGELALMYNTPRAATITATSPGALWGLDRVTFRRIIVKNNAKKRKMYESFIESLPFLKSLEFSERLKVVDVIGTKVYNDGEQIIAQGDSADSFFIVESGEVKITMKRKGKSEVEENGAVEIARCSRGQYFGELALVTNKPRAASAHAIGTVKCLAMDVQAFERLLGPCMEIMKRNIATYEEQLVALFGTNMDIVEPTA
Tat transport: E. coli Tat export inhibitors, primary screen, MC4100, TorA-mCherry reporter, fluorescence, single point | hit rate 0.036% among 340,000 | inhibition, % at 10 µM;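 active = mean replicate inhibition at least 50% and at least half of replicates individually reaching 50%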;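 note: exported cargo escapes ClpAP degradation while cytoplasmic cargo is degraded and loses fluorescence; 0% = median of neutral control wells and 100% = median of NaSCN control wells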
AddAB inh: growth inhibition of E. coli expressing H. pylori AddAB, primary screen, AddAB inhibitor project, absorbance; inhibition, % at 11.9 µM; hit rate 0.29% among 330,000; in the data active = inhibition above about 12%;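 note: 0% = vehicle wells of infected cells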
phage Ecoli inh: growth loss of phage-infected E. coli, primary screen, RecBCD inhibitor project, absorbance, with phage, HTS | inhibition, % at 11.9 µM | hit rate 0.26% among 360,000 | AID 651602, 2012; in the data active = inhibition above about 11%
* hit, by the source's call; i = inactive; nt = not tested or not shown; + = active, no number.

smiles	MOR-DOR inv ag	MOR-DOR ag	HTR5A inv ag	PfHsp90 yeast 2	PKA-R1A activ	Mot1-301 SUMO	E coli growth	PKA-R2B act	Tat transport	AddAB inh	phage Ecoli inh
O=S(=O)(NC(=NC1CCCC1)C(F)(F)F)c1ccccc1	12	-3.0	-5	16	-14	864	-0.1	-11	23	-2.2	0.1
CC(NC1CCCC1)c1ccccc1 (stereo not drawn)	-4	0.7	-40	-42	-2	-18	1.5	3	-5	2.4	1.8
O=C(COc1cc(F)ccc1[N+](=O)[O-])NCCCc1ccccc1	2	-0.5	-2	-20	-10	nt	2.3	4	-2	0.6	0.8
O=C(N/N=C/c1ccc(O)cc1O)/C(=C/c1ccccc1)CCO	8	-1.4	-8	-11	1	-17	-2.0	7	-3	-0.2	1.5
O=C(CCN1C(=O)/C(=C/c2ccc3c(c2)OCO3)SC1=S)Nc1cccc(C(=O)O)c1	21	-4.2	6	-15	-2	77	0.3	2	-1	2.0	3.8
O=C(Nc1cccc([N+](=O)[O-])c1)NC1CCS(=O)(=O)C1 (stereo not drawn)	2	-0.4	-11	4	1	-17	0.2	8	4	0.0	0.9
CCN1CCC(NCCc2ccc(F)cc2)CC1	4	-0.7	-4	13	1	9	0.9	3	-3	2.3	-0.9
O=C1OCc2cccc3cccc1c23	1	-0.2	-6	-14	-10	-9	-2.1	-10	5	-1.5	-0.1
CN(C)c1ccc(/C=C(\NC(=O)c2ccccc2)C(=O)NCc2ccncc2)cc1	2	-0.4	0	-6	-1	-12	-0.8	-5	-1	2.2	-0.9
CCOc1cc(C)c(S(=O)(=O)N2CCCC2)cc1C	-6	1.1	-6	nt	-10	-2	0.0	-4	-4	-0.1	0.3
Cc1nn2cnnc2c(C)c1Cc1c(F)cccc1Cl	9	-2.0	-19	15	-7	-15	-0.7	8	-14	0.6	3.1
O=C(NCc1ccncc1)C(=O)C1C(=O)Nc2ccccc21 (stereo not drawn)	6	-1.3	19	0	1	-14	1.4	-9	-5	3.0	0.5
CC1Cc2nc(SCC(=O)Nc3nc4ccccc4s3)n(C)c(=O)c2S1 (stereo not drawn)	1	-0.2	-7	17	-14	7	-0.1	-11	8	-1.4	2.4
CC(=O)CCn1cc([N+](=O)[O-])nc1C	16	-3.2	10	-7	-12	-6	0.5	-5	1	-0.7	1.7
O=C(Nc1cccc(Br)c1)c1ccc(CN2CCc3ccccc3C2)cc1	-14	2.7	-9	0	-22	5	2.5	2	-1	4.6	1.8
COCCN1Cc2cccc(C(=O)Nc3c(C)cccc3C)c2C1=O	13	-2.4	-5	-13	-5	234	0.5	6	-3	2.8	-0.8
Cc1ccc(S(=O)(=O)N2CCCOC2CNC(=O)C(=O)NC2CCCC2)cc1 (stereo not drawn)	10	-2.0	19	10	2	-6	1.3	-7	-3	4.0	0.5
CCc1nc(Nc2ccc(F)cc2)c2oc3ccccc3c2n1	-21	4.5	-11	-2	-3	-6	1.4	-8	-1	0.3	1.4
C=C1c2cc(C)ccc2NC(=O)N1c1ccccc1	23	-4.6	16	6	6	-25	3.0	1	-4	2.1	3.2
COc1ccc(S(=O)(=O)Oc2cccc(/C=N/N=C3/NC(=O)C(CC(=O)O)S3)c2)cc1 (stereo not drawn)	8	-1.4	-3	1	3	5	2.0	-7	2	1.0	4.3

Ordered by the number under PKA-R2B act (smallest number first): 3 of the compounds above
mol	PKA-R2B act
Cc1ccc(S(=O)(=O)N2CCCOC2CNC(=O)C(=O)NC2CCCC2)cc1 (stereo not drawn)	-7
CC(=O)CCn1cc([N+](=O)[O-])nc1C	-5
C=C1c2cc(C)ccc2NC(=O)N1c1ccccc1	1

Next section
smiles	MOR-DOR inv ag	MOR-DOR ag	HTR5A inv ag	PfHsp90 yeast 2	PKA-R1A activ	Mot1-301 SUMO	E coli growth	PKA-R2B act	Tat transport	AddAB inh	phage Ecoli inh
Cc1cccc(NCC(=O)N/N=C\c2c[nH]c3ccccc23)c1	5	-1.1	-4	6	-3	-2	0.4	-2	2	4.0	3.4
Cc1ccc(NC(=O)CCC(=O)NNC(=O)c2ccco2)cc1C	14	-2.6	6	9	-9	230	-0.8	-12	-2	-0.3	0.9
Cc1cc(C)cc(-n2c(C)c3c(C)nnc(C)c3c2C)c1	0	0.1	15	6	-2	-11	1.5	11	-2	1.6	2.7
CC1CN(C(=O)CCCN2C(=O)c3ccccc3C2=O)CC(C)O1 (stereo not drawn)	5	-0.9	-5	1	-1	-4	nt	-7	-10	nt	0.6
Oc1cccc(Oc2ncc(C(F)(F)F)cc2Cl)c1	-26	3.6	-21	-21	-3	27	-0.1	2	4	1.1	2.5
Cc1nc(NC(=O)C23CC4CC(CC(C4)C2)C3)sc1Cc1ccc2c(c1)OCO2	4	-0.7	4	-15	-1	29	2.0	-9	4	1.7	0.0
COc1ccc(/C=C/C(=O)NC(=S)NNC(=O)c2cccnc2)cc1	12	-1.9	6	38	-5	40	-4.7	-7	-2	1.0	-6.9
COc1ccccc1C(=O)NNC(=O)c1ccncc1	3	-0.6	11	-7	-11	9	2.4	-9	0	1.9	3.1
Cc1ccccc1-c1nc(C#N)c(N2CCCCC2)o1	-2	0.4	-12	-6	-9	-22	-2.2	6	6	-0.6	2.9
CCC12CN3CC(CC)(CN(C1)C3c1c(O)ccc3ccccc13)C2=O (stereo not drawn)	5	-1.1	2	3	-14	nt	nt	6	2	nt	0.7
O=S(=O)(NCc1ccco1)N1CCOCC1	6	-1.4	-4	-27	4	22	0.7	-3	-3	3.4	0.2
O=C(c1ccc([N+](=O)[O-])cc1)N1CCSC1c1cccc(Cl)c1 (stereo not drawn)	-1	0.2	0	-27	-3	-18	0.0	-1	12	3.6	5.5
Cc1cc(C(=O)Nc2c(F)cc(F)cc2Br)no1	11	-2.0	-16	nt	-2	23	1.2	0	-6	1.5	2.7
CC(C)C[C@H]1CN([C@@H](Cc2ccc(O)cc2)CN2CCC[C@@H]2CN2C(=O)C(=O)NC[C@@H]2Cc2ccccc2)C(=O)C(=O)N1CC1CCCCCC1	-3	0.6	8	-8	-5	nt	nt	-10	13	nt	1.2
O=C(CN1C(=O)NC2(CCCCCCC2)C1=O)NCc1ccccc1	9	-2.2	6	-2	4	-1	0.2	3	-1	0.2	1.9
S=c1nc(-c2ccccc2)n(CCCn2ccnc2)c2c1CCCC2	7	-1.2	7	-10	-11	-6	1.2	-4	10	1.9	1.3
COC(=O)NNS(=O)(=O)c1ccc(C)cc1	4	-0.7	-21	16	-6	-30	1.5	-10	-2	2.2	1.6
O=C(O)c1ccc2noc(-c3ccccc3)c2c1	-13	2.3	-14	-2	-3	-7	0.6	2	-6	2.9	1.6
Cc1ccc2c(O)c(Cc3ccccc3)c(=O)[nH]c2n1	20	-4.0	6	-3	0	nt	nt	7	-2	nt	0.2
Cc1c(C)n(Cc2ccccc2)c2ncnc(NCCO)c12	11	-2.5	-11	-20	0	1	-0.9	-14	-4	-2.1	-1.3

Five records drawn at random from those above, as already listed:
smiles	MOR-DOR inv ag	MOR-DOR ag	HTR5A inv ag	PfHsp90 yeast 2	PKA-R1A activ	Mot1-301 SUMO	E coli growth	PKA-R2B act	Tat transport	AddAB inh	phage Ecoli inh
Cc1ccc2c(O)c(Cc3ccccc3)c(=O)[nH]c2n1	20	-4.0	6	-3	0	nt	nt	7	-2	nt	0.2
S=c1nc(-c2ccccc2)n(CCCn2ccnc2)c2c1CCCC2	7	-1.2	7	-10	-11	-6	1.2	-4	10	1.9	1.3
O=C(O)c1ccc2noc(-c3ccccc3)c2c1	-13	2.3	-14	-2	-3	-7	0.6	2	-6	2.9	1.6
Cc1cc(C(=O)Nc2c(F)cc(F)cc2Br)no1	11	-2.0	-16	nt	-2	23	1.2	0	-6	1.5	2.7
O=C(CN1C(=O)NC2(CCCCCCC2)C1=O)NCc1ccccc1	9	-2.2	6	-2	4	-1	0.2	3	-1	0.2	1.9

(more compounds)
smiles	MOR-DOR inv ag	MOR-DOR ag	HTR5A inv ag	PfHsp90 yeast 2	PKA-R1A activ	Mot1-301 SUMO	E coli growth	PKA-R2B act	Tat transport	AddAB inh	phage Ecoli inh
CCOC(=O)c1c(C)[nH]c(C(=O)NNC(=O)c2ccccc2F)c1C	6	-1.2	-14	nt	3	8	-0.9	5	5	2.4	0.9
CCOC(=O)N1CCN(CCC(=O)Nc2cccc(C)c2)CC1	3	-0.6	9	-14	4	6	-2.6	3	-3	3.5	4.2
N#Cc1cc2c(nc1SCC(=O)N1CCCCC1)CCCCC2	4	-0.7	-2	-66	-4	-11	-3.1	5	-2	-2.1	0.5
Cc1ccc(NCC(=O)N2CCN(S(=O)(=O)c3ccccc3)CC2)cc1F	-2	0.3	-6	nt	-4	nt	nt	-25	6	nt	1.9
CCCOc1ccccc1C(=O)Nc1ccc(S(=O)(=O)N2CCN(C)CC2)cc1	5	-0.9	4	-10	-15	3	0.3	-3	11	2.0	0.4
CCCCC(=O)NC(=S)Nc1ccccc1N1CCCCC1	-22	5.0	-22	-30	-11	9	-0.2	-7	5	3.5	2.6
COc1ccc(NC(=O)c2ccc(S(=O)(=O)N(C)c3ccccc3)cc2)cn1	-4	0.7	1	32	-10	+	2.8	1	5	2.4	-0.8
O=C(C(=NNc1ccccc1)c1ccccc1)c1ccccc1	-21	4.1	7	-11	-12	nt	nt	-4	3	nt	4.4
O=C1OC(COc2ccc(Br)cc2)CN1c1ccccc1 (stereo not drawn)	7	-1.4	-34	4	1	-4	-1.8	0	7	-0.7	1.4
O=[N+]([O-])c1ccc(Oc2ccc(Oc3ccc(C(F)(F)F)cn3)cc2)nc1	-27	5.1	-1	18	-3	-4	-2.3	10	0	-1.9	5.3
CC(C)C(c1nnnn1C1CCCC1)N1CCc2ccccc21 (stereo not drawn)	-12	2.3	10	-39	-3	i	1.6	-1	-3	3.4	2.1
CNC(=S)NN=C(C)c1ccc(OC)cc1O	9	-1.9	-15	4	5	nt	nt	-7	8	nt	1.9
Cc1[nH]c2ccccc2c1[C@H]1[C@@H](CC#N)C1(C)C	-20	3.6	11	21	-10	-4	-0.3	4	5	2.9	1.6
Cc1ccc(S(=O)(=O)N2CCCCC2)cc1NC(=O)C1CC(=O)N(Cc2ccco2)C1 (stereo not drawn)	-5	1.2	-5	nt	-4	10	2.3	11	7	-0.1	-1.0
